# Gal4-VP16 FLuc – Gal4-VP16 reporter inhibition counter-screen | Drosophila S2 Gal4-VP16 UAS-luciferase, luminescence, 20 h | Potency, µM (series often up to 53.6 µM), for inactives: at the top dose activity, negative = inhibition, usual class: inhibitors | hit rate 3.5% among 310,000 | AID 2546;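 note: Gal4-VP16 expression switched on by copper sulfate through the metallothionein promoter; % is set by controls: 0 for no effect and ±100 for the full control effect; nearly all actives have a fitted effect of over 50% in size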
# Rab9 prom act – Rab9 promoter activation; Huh7 Rab9 promoter-luciferase reporter, luminescence, 24 h; Potency, µM (titrated, usually from 9.22 µM), for inactives: at the top dose activation, negative = inhibition, hits mostly activators; hit rate 2.8% among 320,000; note: % of control where 0% means no effect; nearly all actives have a fitted effect of over 60% in size
#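 Measured in stably transfected Huh7 cells bearing a Rab9 promoter–luciferase construct: 24 h compound treatment at 37 °C, followed by luminescence detection.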
# ELG1 genotox – genotoxicity induction in ELG1-luciferase HEK293T cells. hit rate 1.3% among 330,000. AID 504466. Potency, µM (top dose mostly 46 µM), for inactives: top-dose activity change, positive = activation, hits mostly activators. HEK293T ELG1-luciferase reporter, luminescence, 16 h; note: % of control where 0% means no effect; nearly all actives have a fitted effect of over 60% in size
#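 Reporter readout depends on ELG1 protein level, which increases with genetic stress. After 16 hr compound exposure at 37 °C, luciferase activity was quantified using ONE-Glo.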
# uPA generation – blocks generation of uPA at the cell surface | cell surface uPA generation assay, qHTS | Potency, µM (highest dose often 38.3 µM), inactives show at the top dose activity change, negative = inhibition, most hits filed as inhibitors | hit rate 0.31% among 330,000 | AID 540303; active = well fitted inhibition curve with a large enough effect; inconclusive = small, poorly fitted or top-dose-only effect; inactive = no such curve, though single readings can be large or run the other way; tested in mouse RAW 264.7 cells; note: % is set by controls: 0 for no effect and ±100 for the full control effect; nearly all actives have a fitted effect of over 55% in size
# BRCA1 expr act – activators of BRCA1 expression; hit rate 1.1% among 380,000; AID 624202; Potency, µM (titrated, usually from 46.1 µM), for the others: at the top dose activation, hits mostly activators; MCF7-BRCA1-FFLuc reporter, luminescence, 48 h; response scale: scaled: vehicle 0%, 10 µM genistein 100%; note: nearly all actives have a fitted effect of over 80% in size; some results filed as inactive show a strong effect at the top dose
#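 MCF7 cells carrying a BRCA1-firefly luciferase reporter (2000 cells/well, phenol-red free MEM) were attached for 2 h at 37 °C, then given compounds for 48 h. Luminescence was read 15 min after luciferase reagent; activity normalized to genistein (10 microM) and DMSO.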
# FLuc counter – counter-screen for miR-21 project: firefly luciferase inhibitors or activators; P08659; purified FLuc, Km substrates, luminescence inhibition; Potency, µM (top dose mostly 57.5 µM), inactives show at the highest dose activity change, negative = inhibition, actives largely listed as inhibitors; hit rate 6.9% among 360,000; AID 588342;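 note: plate controls were vehicle for no effect and reference inhibitor for full effect; nearly all actives have a fitted effect of over 55% in size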
# Target sequence (P08659 whole entry, looked up): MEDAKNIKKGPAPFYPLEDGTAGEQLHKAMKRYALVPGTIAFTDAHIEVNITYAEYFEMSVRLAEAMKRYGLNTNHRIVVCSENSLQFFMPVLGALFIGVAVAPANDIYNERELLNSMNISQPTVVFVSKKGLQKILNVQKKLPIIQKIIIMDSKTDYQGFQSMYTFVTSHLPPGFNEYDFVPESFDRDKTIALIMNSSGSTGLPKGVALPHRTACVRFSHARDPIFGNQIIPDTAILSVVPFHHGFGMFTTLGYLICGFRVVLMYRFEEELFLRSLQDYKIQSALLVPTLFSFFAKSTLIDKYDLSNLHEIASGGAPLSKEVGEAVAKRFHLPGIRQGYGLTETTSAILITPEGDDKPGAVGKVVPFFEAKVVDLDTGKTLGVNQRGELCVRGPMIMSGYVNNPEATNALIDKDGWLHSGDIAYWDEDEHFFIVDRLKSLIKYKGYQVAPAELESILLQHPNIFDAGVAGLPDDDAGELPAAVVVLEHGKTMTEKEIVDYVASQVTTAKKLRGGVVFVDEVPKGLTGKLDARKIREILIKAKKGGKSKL
#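 Purified P. pyralis luciferase (10nM final) with 10uM D-luciferin and 10uM ATP (Km levels) in 50mM Tris acetate pH 7.5, 10mM Mg acetate, 0.01% Tween-20, 0.05% BSA; qHTS 6-point titration, ~60 µM downward; luminescence read.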
# RORgamma inh – ROR gamma (mouse) transcription inhibition; P51450; Drosophila S2 Gal4-RORgamma UAS-luciferase reporter, 20 h; Potency, µM (titrated, usually from 53.6 µM), for inactives: at the top dose activity change, negative = inhibition, usual class: inhibitors; hit rate 5.4% among 310,000; AID 2551; note: % is set by controls: 0 for no effect and ±100 for the full control effect; nearly all actives have a fitted effect of over 60% in size
# Target sequence (P51450 whole entry, looked up, the tested form may be a part): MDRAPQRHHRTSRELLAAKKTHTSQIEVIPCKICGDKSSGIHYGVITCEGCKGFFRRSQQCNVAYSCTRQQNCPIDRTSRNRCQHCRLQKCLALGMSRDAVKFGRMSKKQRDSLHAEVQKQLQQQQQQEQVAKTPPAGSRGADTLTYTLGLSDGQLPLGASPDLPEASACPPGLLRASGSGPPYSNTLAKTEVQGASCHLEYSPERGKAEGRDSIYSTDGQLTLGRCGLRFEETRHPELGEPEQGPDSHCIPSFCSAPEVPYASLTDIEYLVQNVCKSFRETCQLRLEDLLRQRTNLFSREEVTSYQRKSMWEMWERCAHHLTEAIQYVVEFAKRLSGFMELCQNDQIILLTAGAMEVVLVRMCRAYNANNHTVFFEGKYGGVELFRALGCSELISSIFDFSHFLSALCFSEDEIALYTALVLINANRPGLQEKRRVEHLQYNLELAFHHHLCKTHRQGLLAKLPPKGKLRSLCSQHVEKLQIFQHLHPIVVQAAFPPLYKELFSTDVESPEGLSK
#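 In this cell-based reporter format, copper sulfate (700 uM final) drives Gal4–ROR gamma fusion expression from a metallothionein promoter in Drosophila Schneider cells; compounds preincubated 1 hr, reporter read after 20 hr at ambient temperature.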
# p53 reactivation – re-activators of mutant p53. H1299 p53-A138V BP100-luciferase reporter, luminescence, 24 h. Potency, µM (highest dose often 92.2 µM), for the others: at the top dose activity change, positive = activation, actives largely listed as activators. hit rate 0.063% among 320,000. AID 504706; note: % of control where 0% means no effect; nearly all actives have a fitted effect of over 45% in size
#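 H1299 (p53-null), stable ts p53-A138V + BP100-Luc; 1000 cells/well, Opti-MEM/10% FBS; cpd 4 pt, 1:5; 24 h, 37 deg C, 5% CO2; detection reagent 10 min RT; luminescence.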
# MBNL1-CUG inh – blocks human MBNL1 binding to CUG repeat RNA; Q9NR56; TR-FRET MBNL1-His/biotin-(CUG)12 binding, 665/545 ratio; Potency, µM (highest dose often 57.5 µM), for inactives: top-dose activity change, negative = inhibition, most hits filed as inhibitors; hit rate 0.036% among 280,000; active = well fitted inhibition curve with a large enough effect in the signal ratio, with a control signal flat, not every such curve was filed as active; inconclusive = small, poorly fitted or top-dose-only effect, or effect the other way, or a change in a side signal; inactive = no such curve, though single readings can be large or run the other way; the % refers to the signal ratio; note: % is set by controls: 0 for no effect and ±100 for the full control effect
#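 TR-FRET between His-tagged MBNL1 and biotin-(CUG)12 RNA, detected with Tb anti-His antibody (0.055 ng/ul) and streptavidin-XL665 (5 nM), 60 min at room temperature. Compounds titrated 92 nM to 58 uM; 665/545 nm ratio normalized to buffer and complex controls.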
# NPC1 prom act – activators of NPC1 promoter. hit rate 2.4% among 320,000. Huh7 NPC1 promoter luciferase reporter, 24 h. Potency, µM (highest dose often 9.22 µM), for inactives: top-dose activation, usual class: activators;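 note: % of control where 0% means no effect; nearly all actives have a fitted effect of over 60% in size; reporter is driven by a mutant NPC1 promoter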
#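 Compounds in DMSO were transferred onto Huh7 NPC1-luciferase reporter cells pre-incubated 2 h; after 24 h at 37 °C, Amplite reagent was dispensed and luminescence recorded 10 min later.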
# Starred values were filed as active, the others as inactive; ? = inconclusive; / = not tested or not shown; [ ] = another dose, or the depositor's remark. Unless noted, calls come from the whole dose curve; as a rule, active = well fitted curve in the direction sought with a large enough effect; inconclusive = small, poorly fitted or top-dose-only effect, or another doubt; inactive = no such curve, though single readings can be large; an effect the other way counts as inactive or inconclusive. Potency is the fitted concentration of half-maximal effect.
1) O=C(NCCN1CCN(S(=O)(=O)c2ccc([N+](=O)[O-])cc2)CC1)C(=O)Nc1ccccc1
2) CCC(C)[C@H](NC(=O)NCCCN1CCOCC1)C(=O)OC (stereo partly drawn)
3) CCCS(=O)(=O)N1CCN(Cc2ccc3c(c2)c2ccccc2n3CC)CC1
4) Cc1sc2nc(CN(C(=O)NCc3ccccc3)C3CCCC3)[nH]c(=O)c2c1C
5) COc1ccc(N2CCN(C(=O)CSc3nnnn3-c3ccc4c(c3)OCCO4)CC2)cc1
6) CCOc1ccc(/C=C2\SC(N3CCc4ccccc4C3)=NC2=O)cc1
7) CCn1nc(C)cc1C(=O)Sc1cccc(Br)c1
8) CCN(CC(=O)Nc1c(F)cccc1F)C(=O)c1cc2ccccc2oc1=O
assay / entry	1	2	3	4	5	6	7	8
Gal4-VP16 FLuc	6%	1%	-13%	?	?	-17%	?	/
Rab9 prom act	1%	0%	-6%	1%	-8%	1%	-2%	-4%
ELG1 genotox	5%	1%	1%	-3%	-28%	0%	-2%	26%
uPA generation	2%	/	-8%	5%	-2%	1%	1%	2%
BRCA1 expr act	-5%	-25%	-58%	-47%	-35%	-33%	-8%	29%
FLuc counter	-1%	-1%	-1%	0%	1%	?	-3%	-10%
RORgamma inh	2%	4%	-17%	4.5µM*	?	?	?	/
p53 reactivation	3%	-15%	1%	-2%	-6%	-14%	2%	15%
MBNL1-CUG inh	2%	6%	9%	-5%	-3%	-2%	/	/
NPC1 prom act	0%	1%	-12%	-1%	-1%	4%	-1%	-2%

9) Cc1nn(-c2nc3ccccc3[nH]2)c(N)c1-c1ccc(Cl)cc1
10) CCC1=C(OC(=O)c2ccccc2)C(C)(C)C(c2ccccc2)OC1=O (stereo not drawn)
11) Cc1c(NC(=O)NC2CCCCC2)cccc1[N+](=O)[O-]
12) CC(C)CC(NC(=O)CCC(=O)OCC(=O)[C@@]1(O)CCC2[C@@H]3CCC4=CC(=O)C=C[C@]4(C)C3[C@@H](O)C[C@@]21C)C(=O)O (stereo partly drawn)
13) Cc1ccc(S(=O)(=O)N(CCC#N)C2CCCCC2)c2nsnc12
14) COc1ccc(C(=O)N/C(=C\c2ccc(SC)cc2)C(=O)NCCCn2ccnc2)cc1OC
15) O=C(Nc1ccc(Cl)cn1)Nc1ccc(Cl)cn1
16) CCNc1nc(NCC)nc(OCCOC(C)=O)n1
assay / entry	9	10	11	12	13	14	15	16
Gal4-VP16 FLuc	3.2µM*	-7%	?	-1%	2%	/	-2%	5%
Rab9 prom act	3.5µM*	-2%	2%	-3%	-1%	/	22%	-4%
ELG1 genotox	8%	-6%	0%	7%	0%	2%	?	4%
uPA generation	-11%	6%	-3%	-5%	-6%	5%	4%	-7%
BRCA1 expr act	11%	-24%	12%	-2%	-22%	-8%	39%	21%
FLuc counter	8.5µM*	6%	-6%	3%	1%	/	-4%	-5%
RORgamma inh	1.3µM*	3%	2%	-1%	46%	/	4%	-8%
p53 reactivation	?	-5%	6%	0%	-6%	-5%	3%	4%
MBNL1-CUG inh	-2%	4%	8%	-7%	?	/	-6%	?
NPC1 prom act	?	-2%	3%	-2%	-1%	/	22%	-3%

17) Cc1ccc(-n2nnnc2CCl)cc1
18) O=c1c2c(nc3nc(SCc4ccccc4)[nH]n13)CCC2
19) C/C(=N\Nc1nc2ccccc2[nH]1)c1ccc(N2CCOCC2)cc1
20) CCN(CC)C(CNC(=O)CSc1nnnn1-c1c(C)cccc1C)c1ccco1 (stereo not drawn)
21) CC(NS(=O)(=O)c1ccc(OCC(=O)N2CCOCC2)cc1)c1ccccc1 (stereo not drawn)
22) C=CCn1c(C)cc(C2=NNC(=NCc3ccccc3)SC2)c1C
23) COc1ccc(CCNS(=O)(=O)c2ccc(Cl)s2)cc1OC
24) CN(C)CCCNC(=O)/C(=N\O)c1ccccc1
assay / entry	17	18	19	20	21	22	23	24
Gal4-VP16 FLuc	1%	-2%	?	/	2%	-5%[10 µM]	-2%	2%
Rab9 prom act	-6%	14%	?	-2%	-4%	2.2µM*	0%	9%
ELG1 genotox	1%	2%	10%	1%	0%	?	-2%	2%
uPA generation	/	0%	-18%	-2%	-3%	-1%	-3%	0%
BRCA1 expr act	-21%	3%	-3%	-12%	-3%	-8%	-21%	-1%
FLuc counter	-3%	?	1.1µM*	-2%	3%	19µM*	6%	6%
RORgamma inh	18%	17%	3.2µM*	/	13%	23%	-6%	-20%
p53 reactivation	-11%	14%	-5%	6%	2%	2%	-6%	-2%
MBNL1-CUG inh	?	-22%	6%	/	-5%	5%	-7%	2%
NPC1 prom act	-5%	2%	4µM*	0%	0%	?	-4%	-2%

# Reformatted with bars between the fields: part of the list above
nr | structure | Gal4-VP16 FLuc | Rab9 prom act | ELG1 genotox | uPA generation | BRCA1 expr act | FLuc counter | RORgamma inh | p53 reactivation | MBNL1-CUG inh | NPC1 prom act
21 | CC(NS(=O)(=O)c1ccc(OCC(=O)N2CCOCC2)cc1)c1ccccc1 (stereo not drawn) | 2% | -4% | 0% | -3% | -3% | 3% | 13% | 2% | -5% | 0%
22 | C=CCn1c(C)cc(C2=NNC(=NCc3ccccc3)SC2)c1C | -5%[10 µM] | 2.2µM* | ? | -1% | -8% | 19µM* | 23% | 2% | 5% | ?

# (more compounds)
25) Clc1ccc(CSc2cc3c(nn2)-c2ccccc2CC3)cc1
26) CCCCn1nc(C(=O)N[C@@H](CCSC)c2nc3ccccc3[nH]2)c2ccccc2c1=O
27) O=S(=O)(Nc1cccc(S(=O)(=O)N2CCCC2)c1)c1ccc(F)cc1
28) COc1ccccc1NC(=O)Cn1nc(-c2ccc3c(c2)OCCO3)ccc1=O
29) O=C(COc1coc(CN2CCN(c3ccccc3F)CC2)cc1=O)N1CCc2ccccc21
30) CCN(CC)c1ccc(NC(=O)c2cccc(F)c2)c(C)c1
31) Cc1c(N=c2scc(-c3ccccc3)n2CCO)c(=O)n(-c2ccccc2)n1C
32) O=C(Nc1ccc(S(=O)(=O)N2CCOCC2)cc1)C1CCN(S(=O)(=O)c2ccc(F)cc2)CC1
assay / entry	25	26	27	28	29	30	31	32
Gal4-VP16 FLuc	3%	23%	/	1%	/	12%	6%	/
Rab9 prom act	28%	/	-7%	-5%	-3%	1%	-7%	-5%
ELG1 genotox	6%	/	0%	2%	-4%	0%	-4%	3%
uPA generation	-3%	9%	7%	-5%	5%	-13%	11%	-6%
BRCA1 expr act	34%	-8%	-17%	-33%	0%	-57%	-5%	-25%
FLuc counter	12µM*	?	1%	-4%	0%	-12%	3%	0%
RORgamma inh	6%	7%	/	10%	/	16%	0%	/
p53 reactivation	?	/	10%	-6%	1%	-3%	2%	-7%
MBNL1-CUG inh	6%	-3%	/	?	/	-5%	-8%	/
NPC1 prom act	?	/	0%	2%	-2%	-28%	0%	-6%

33) OC(COCC1COc2ccccc2O1)CN1CCN(c2ccccc2)CC1 (stereo not drawn)
34) CCN(CC)C(=O)c1sc2nc(N3CCOCC3)c3c(c2c1N)CCCC3
35) O=C(COc1ccc2ccc(=O)oc2c1)NCC(O)c1ccccc1 (stereo not drawn)
36) NNC(=O)c1ccc(NS(=O)(=O)c2ccc(Br)cc2)cc1
37) COc1ccccc1OCC(=O)Nc1ncc(C)s1
38) COc1ccc(NC(=O)COC(=O)CCc2ccc(S(=O)(=O)N3CCOCC3)cc2)cc1Cl
39) CN(C)c1nc(-c2cccnc2)nc(-c2ccccc2)c1C#N
40) CC(=O)Nc1ccc(NC(=O)c2ccc(-c3ccccc3Cl)o2)cc1
assay / entry	33	34	35	36	37	38	39	40
Gal4-VP16 FLuc	1%	24%	5%	-4%	/	/	8%	/
Rab9 prom act	-8%	-6%	-3%	-1%	1.8µM*	/	-3%	?
ELG1 genotox	-3%	-12%	5%	-1%	?	0%	-6%	?
uPA generation	12%	3%	-18%	/	?	-2%	8%	-1%
BRCA1 expr act	-18%	-43%	3%	/	?	0%	-30%	-6%
FLuc counter	8%	?	0%	?	2.4µM*	/	-1%	-19%
RORgamma inh	12%	2%	1%	-16%	/	/	-30%	/
p53 reactivation	1%	2%	-1%	0%	?	1%	-4%	1%
MBNL1-CUG inh	-1%	30%[activator]	0%	-9%	/	/	0%	/
NPC1 prom act	0%	1%	1%	1%	1.6µM*	/	-3%	6%

41) COc1cc(C)nc(NCc2ccccc2)n1
42) CCC(C)(C)NC(=O)C(c1ccc(C)o1)N(C(=O)c1csnn1)c1cccc(F)c1 (stereo not drawn)
43) CC(C)CNC(=O)[C@H](Cc1ccccc1)NC(=O)c1ccco1
44) O=C(CCc1ccc(S(=O)(=O)NC2CCCCC2)cc1)NCc1cccnc1
45) COCCOC(=O)N/C=C\c1nc2ccccc2c(=O)[nH]1
assay / entry	41	42	43	44	45
Gal4-VP16 FLuc	0%	8%	0%	?	15%
Rab9 prom act	3%	-6%	-2%	0%	0%
ELG1 genotox	2%	1%	-7%	1%	6%
uPA generation	-1%	-3%	2%	1%	-19%
BRCA1 expr act	1%	4%	-21%	-19%	-47%
FLuc counter	6%	-2%	6%	?	?
RORgamma inh	-11%	?	11%	-30%	17%
p53 reactivation	6%	-3%	-2%	4%	?
MBNL1-CUG inh	-6%	17%	-2%	?	11%
NPC1 prom act	2%	-4%	-2%	-1%	-7%

# Bioassay records deposited in PubChem BioAssay by National Center for Advancing Translational Sciences (NCATS).
